# Compound activity from PubChem BioAssay.
# AHR act: activators of human aryl hydrocarbon receptor | P35869 | AHR-responsive luciferase reporter cells, luminescence | activation, % at 5 µM | 320,000 tested, 2.5% active; in the data active = activation above about 47%;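 also: 0% = vehicle wells and 100% = reference agonist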
# Target sequence (P35869 whole entry, looked up): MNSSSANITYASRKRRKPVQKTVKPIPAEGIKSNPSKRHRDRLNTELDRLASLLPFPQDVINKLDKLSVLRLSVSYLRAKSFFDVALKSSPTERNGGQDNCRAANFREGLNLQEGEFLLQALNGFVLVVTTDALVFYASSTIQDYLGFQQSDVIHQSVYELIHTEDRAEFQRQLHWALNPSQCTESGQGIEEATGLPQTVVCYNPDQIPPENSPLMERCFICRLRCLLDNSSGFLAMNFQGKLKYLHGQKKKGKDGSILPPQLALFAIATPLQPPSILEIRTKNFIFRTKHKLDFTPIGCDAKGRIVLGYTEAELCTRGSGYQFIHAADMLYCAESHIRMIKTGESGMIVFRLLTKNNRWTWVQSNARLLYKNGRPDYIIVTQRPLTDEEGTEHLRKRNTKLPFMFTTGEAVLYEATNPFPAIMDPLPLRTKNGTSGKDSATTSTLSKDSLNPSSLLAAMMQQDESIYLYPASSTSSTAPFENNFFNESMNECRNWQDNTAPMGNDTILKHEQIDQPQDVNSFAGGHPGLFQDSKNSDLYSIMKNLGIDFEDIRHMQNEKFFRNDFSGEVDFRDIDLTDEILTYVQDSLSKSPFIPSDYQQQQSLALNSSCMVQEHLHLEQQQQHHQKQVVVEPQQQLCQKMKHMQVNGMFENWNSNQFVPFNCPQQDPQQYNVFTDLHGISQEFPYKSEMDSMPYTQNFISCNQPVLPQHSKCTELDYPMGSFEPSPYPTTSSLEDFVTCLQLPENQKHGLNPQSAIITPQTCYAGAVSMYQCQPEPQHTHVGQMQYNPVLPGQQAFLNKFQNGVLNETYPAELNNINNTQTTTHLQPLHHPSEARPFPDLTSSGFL
# MEP2 TOR yeast: yeast TOR pathway MEP2-GFP modulation. GFP response vs DMSO, % at 10 µM. 330,000 tested, 0.51% active. S. cerevisiae MEP2-GFP strain, flow cytometry GFP, 3 h; 100% = DMSO control level. AID 2016;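 active = GFP response versus DMSO above a set limit, roughly screen mean plus 3 SD, cut at about 180% in these data; inconclusive = fewer than 70 cells counted for a yeast strain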;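 also: median GFP fluorescence of the barcode-gated MEP2-GFP cells per well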
# CIT2 TOR yeast: alters CIT2-GFP fluorescence in TOR pathway yeast screen | GFP response vs DMSO, % at 10 µM | 320,000 tested, 0.065% active | S. cerevisiae CIT2-GFP strain, flow cytometry, 3 h; 100 means same as DMSO wells;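 active = GFP response relative to DMSO above a set limit, near the screen mean plus 3 SD, cut at about 150% in these data; inconclusive = Fewer than 70 cells measured for a yeast strain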;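 also: ratio of well median GFP fluorescence to mean of DMSO wells on the plate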
# AGP1 TOR yeast: yeast TOR pathway AGP1-GFP modulation | S. cerevisiae AGP1-GFP multiplex flow cytometry, 3 h; GFP as percent of DMSO wells | 320,000 tested, 0.02% active | GFP response vs DMSO, % at 10 µM | AID 2066;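 active = GFP response relative to DMSO above a set limit, near screen average plus 3 SD, cut at about 150% in these data; inconclusive = fewer than 70 cells counted for the yeast strain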;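 also: median GFP channel fluorescence of the gated AGP1 strain per well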
# procasp3 activ: procaspase-3 (human) activation; recombinant procaspase-3 D3A, Ac-DEVD-pNA absorbance 405 nm; activation, % at 8.5 µM; 330,000 tested, 0.11% active; AID 463141;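 active = activation above the mean of all tested compounds plus 3 SD, cut at about 21% in these data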;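 also: 0% = DMSO alone and 100% = DMSO wells spiked with extra 5 µM PC-3 D3A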
# Target sequence (P42574 whole entry D9A/D28A/D175A): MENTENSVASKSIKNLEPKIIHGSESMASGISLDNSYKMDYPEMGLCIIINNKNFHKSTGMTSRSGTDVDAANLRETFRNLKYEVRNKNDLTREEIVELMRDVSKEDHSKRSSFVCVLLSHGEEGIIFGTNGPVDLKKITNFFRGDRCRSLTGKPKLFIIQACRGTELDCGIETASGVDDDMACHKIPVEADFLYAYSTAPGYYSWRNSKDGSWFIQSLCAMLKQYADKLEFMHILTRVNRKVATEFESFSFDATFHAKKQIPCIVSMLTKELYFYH
#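 Assay system: Autoprocessing-dead procaspase-3 D3A mutant enzyme; also added: Ac-DEVD-pNA; doses: one concentration, 8.5 µM nominal, 0.8% DMSO; times: 1 h compound preincubation, 2 h substrate hydrolysis at 25 °C; technique: 405 nm absorbance of p-nitroaniline, reads at 0 and 120 min; measure: % activation between DMSO and enzyme-spiked controls; repeats: single replicate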
# RPL19A-GFP yeast: modulators of TOR pathway RPL19A-GFP in S. cerevisiae | 330,000 tested, 0.3% active | S. cerevisiae RPL19A-GFP strain, flow cytometry, 3 h; hits give low values | percent response vs DMSO, % at 10 µM | AID 2025;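 active = percent response vs DMSO below 50%; inconclusive = fewer than 70 events counted for the yeast strain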;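 also: median channel GFP fluorescence of the barcoded RPL19A-GFP strain; ratio of sample median GFP to plate DMSO average so 100% = DMSO; lower means less RPL19A-GFP as with rapamycin TOR inhibition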
# proCasp7 act: counter-screen for procaspase-3 activators: activators of human procaspase-7 | P55210 | recombinant procaspase-7, Ac-DEVD-pNA absorbance 405 nm; D23A/D198A/D206A triple mutant, cannot self-cleave; scale: DMSO 0, 5 µM enzyme 100 | activation, % at 8.5 µM | 330,000 tested, 0.093% active;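 active = percent activation above the screen-wide mean plus 3 SD, cut at about 25% in these data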
#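 Material: Procaspase-7 triple mutant (PC-7 D3A) | Quantity: 2 µM procaspase-7 mutant as dispensed | Reagent: DEVD-pNA substrate | Times: 1 h preincubation, 2 h reaction | Technique: 405 nm absorbance of p-nitroaniline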
# LAP4-GFP MLPCN: modulators of TOR pathway LAP4-GFP in S. cerevisiae; GFP response vs DMSO, % at 10 µM; 320,000 tested, 0.34% active; S. cerevisiae LAP4-GFP multiplex, flow cytometry GFP, 3 h; median GFP as percent of DMSO wells;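 active = GFP response vs DMSO above a set limit, about the screen mean plus 3 SD, cut at about 150% in these data; inconclusive = under 70 cell events counted for the yeast strain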
# Active calls of the source: *; ? = inconclusive; . = no result given; [ ] = dose if it differs, or a comment.
1	CCC(=O)n1nc(-c2ccccc2)nc1SCC(=O)Nc1ccc(C)cc1
2	CN(Cc1ccccc1)c1nc(N)c([N+](=O)[O-])c(Nc2cccc(F)c2)n1
3	O=C1c2cccc3cccc(c23)C(=O)N1CCc1ccccc1
4	CN(CCc1cnn(C)c1)Cc1nc(CC2CC2)no1
5	Cc1cccc(CC2SC(N)=NC2=O)c1 (stereo not drawn)
6	COc1ccc(CC(=O)NC(C)c2nnc(SCC(=O)c3ccc(OC)cc3)n2C)cc1 (stereo not drawn)
7	COc1ccc(CCNc2cc(N3CCN(C(=O)c4ccccc4F)CC3)ccc2[N+](=O)[O-])cc1OC
8	Cc1ccc(C(=O)n2cnc3ccccc32)cc1C

Compound	1	2	3	4	5	6	7	8
AHR act	5	48*	53*	-2	1	2	2	2
MEP2 TOR yeast	91	95	97	104	113	120	101	104
CIT2 TOR yeast	97	93	105	93	104	101	98	69
AGP1 TOR yeast	93	97	103	112	104	112	100	90
procasp3 activ	-9	-1	-3	4	5	7	-3	-2
RPL19A-GFP yeast	93	97	94	102	103	103	98	101
proCasp7 act	-6	-9	-5	3	5	7	10	17
LAP4-GFP MLPCN	89	95	103	99	105	121	98	134

# Part of the list above in order of SMILES length, smallest number first.
4	CN(CCc1cnn(C)c1)Cc1nc(CC2CC2)no1
3	O=C1c2cccc3cccc(c23)C(=O)N1CCc1ccccc1
1	CCC(=O)n1nc(-c2ccccc2)nc1SCC(=O)Nc1ccc(C)cc1

Compound	4	3	1
AHR act	-2	53*	5
MEP2 TOR yeast	104	97	91
CIT2 TOR yeast	93	105	97
AGP1 TOR yeast	112	103	93
procasp3 activ	4	-3	-9
RPL19A-GFP yeast	102	94	93
proCasp7 act	3	-5	-6
LAP4-GFP MLPCN	99	103	89

# Returning to the listing, starting 4 compounds before the break.
5	Cc1cccc(CC2SC(N)=NC2=O)c1 (stereo not drawn)
6	COc1ccc(CC(=O)NC(C)c2nnc(SCC(=O)c3ccc(OC)cc3)n2C)cc1 (stereo not drawn)
7	COc1ccc(CCNc2cc(N3CCN(C(=O)c4ccccc4F)CC3)ccc2[N+](=O)[O-])cc1OC
8	Cc1ccc(C(=O)n2cnc3ccccc32)cc1C
9	C=CCN1C(=O)N/C(=C/c2ccc(N3CCOCC3)o2)C1=O
10	Cc1cccc(NC(=O)c2nc[nH]c2C(=O)NC2CCN(C(=O)OC(C)(C)C)CC2)c1
11	Cc1ccnc(NC(=O)CCS(=O)(=O)c2ccccc2)c1
12	CCOc1ncccc1C(=O)N1CCN(C(=O)c2ccccc2)CC1
13	Cc1ccc2c(c1)N(CC(=O)NC1CCCC(C)C1C)C(=O)c1cccnc1O2 (stereo not drawn)
14	Cc1c(Cl)ccc2c1NC(=O)[C@]21N[C@@H](CCC(N)=O)[C@H]2C(=O)N(c3ccc(F)cc3)C(=O)[C@H]21
15	O=C(NCc1ccccc1)C(c1cccnc1)N(C(=O)c1csnn1)c1ccccc1 (stereo not drawn)
16	O=C1CN(C(=O)COC(=O)CCC(=O)c2ccc(F)cc2)c2ccccc2N1

Compound	5	6	7	8	9	10	11	12	13	14	15	16
AHR act	1	2	2	2	1	1	7	1	0	21	0	7
MEP2 TOR yeast	113	120	101	104	107	99	98	88	116	106	107	100
CIT2 TOR yeast	104	101	98	69	108	116	96	96	100	99	100	92
AGP1 TOR yeast	104	112	100	90	97	99	103	96	104	97	104	104
procasp3 activ	5	7	-3	-2	-8	10	1	-3	1	-5	-2	4
RPL19A-GFP yeast	103	103	98	101	105	100	103	98	101	99	102	103
proCasp7 act	5	7	10	17	-18	9	2	12	-11	3	-2	3
LAP4-GFP MLPCN	105	121	98	134	102	59	93	95	105	101	113	100

17	COc1ccc(CNCc2ccc([N+](=O)[O-])cc2)cc1OC
18	O=C1CC(N2CCc3ccccc32)C(=O)N1c1ccc(F)cc1 (stereo not drawn)
19	N=c1sccn1CC(=O)Nc1cc(S(=O)(=O)N2CCCC2)ccc1Cl
20	CCOc1ccc2ncc(S(=O)(=O)c3ccccc3)c(N3CCN(c4ccccc4)CC3)c2c1
21	CCSc1nnc(NC(=O)Cc2ccc(OC)cc2)s1
22	CN(C(=O)COC(=O)c1cc(=O)[nH]c2ccccc12)C1CCCCC1
23	S=C(NCc1ccccc1)Nc1cccc2ccccc12
24	CCOc1ccc(CCNC(=O)CN2C(=O)CCSc3ccccc32)cc1OCC

Compound	17	18	19	20	21	22	23	24
AHR act	0	3	-1	3	4	2	28	0
MEP2 TOR yeast	110	85	101	95	90	?	?	100
CIT2 TOR yeast	110	88	98	97	86	?	?	114
AGP1 TOR yeast	104	90	100	99	102	?	?	101
procasp3 activ	3	-3	8	-7	8	-4	-3	5
RPL19A-GFP yeast	102	93	97	96	97	?	?	106
proCasp7 act	8	5	0	9	7	1	0	-2
LAP4-GFP MLPCN	90	99	101	95	96	?	?	94

25	CC(OC(=O)c1ccc(Cl)c(S(N)(=O)=O)c1)C(=O)NCc1ccc2c(c1)OCO2 (stereo not drawn)
26	COc1ccc(/C=N/NC(=O)Nc2cccc3nsnc23)cc1
27	O=C(Cn1c(-c2ccc(Cl)cc2)noc1=O)N1CCN(c2ccccc2F)CC1
28	COc1ccc(Cl)cc1N(CC(=O)N1CCN(Cc2ccccc2)CC1)S(C)(=O)=O
29	Cc1ccc2nc(N3CCN(Cc4ccc(F)cc4)C3=O)c(C)cc2c1
30	COc1ccc(C2Nc3ccccc3C(=O)N2NC(C)=O)cc1OC (stereo not drawn)
31	CCCCOC(=O)C1=C(N)N2C(=O)C(C)SC2=C(C(=O)OCC)C1c1ccc(O)c(OC)c1 (stereo not drawn)
32	CCCn1c(-c2cc(OC)c(OC)c(OC)c2)nc2nc3ccccc3nc21

Compound	25	26	27	28	29	30	31	32
AHR act	5	18	2	1	3	7	-1	2
MEP2 TOR yeast	102	110	93	94	92	97	96	103
CIT2 TOR yeast	99	102	97	100	.	97	85	100
AGP1 TOR yeast	107	107	94	100	89	102	94	102
procasp3 activ	-1	-5	1	-1	9	3	-8	-2
RPL19A-GFP yeast	102	104	95	101	100	102	102	101
proCasp7 act	17	4	13	-2	2	-6	-6	-7
LAP4-GFP MLPCN	102	100	99	102	99	96	91	105

33	CCOC(=O)Cn1c(=O)c2c(nc3n2CCS3)n(C)c1=O
34	CCc1nc(SCC(=O)O)c(C#N)c2c1CCCC2
35	COc1ccc(/C=N\NS(=O)(=O)c2ccc(Cl)cc2)cc1COc1ccccc1[N+](=O)[O-]
36	O=C(O)CC1=C(O)C(=O)N(c2ccccc2)C1c1ccccc1 (stereo not drawn)
37	c1cncc(CNC2CCCc3ccccc32)c1 (stereo not drawn)
38	COCCN(C(=O)CCSc1ccc(F)cc1)c1c(N)n(Cc2ccccc2)c(=O)[nH]c1=O
39	CN(Cc1ccccc1)C(=O)c1ccccc1NC(=O)c1ccccc1
40	CCc1ccc(C(=O)NNC(=O)c2cc(S(=O)(=O)N(C)C)ccc2N2CCCC2)cc1

Compound	33	34	35	36	37	38	39	40
AHR act	5	-1	4	1	-2	0	-3	2
MEP2 TOR yeast	102	107	93	88	100	98	96	109
CIT2 TOR yeast	111	107	87	85	107	101	101	108
AGP1 TOR yeast	99	129	.	.	107	94	.	91
procasp3 activ	1	-5	3	-14	9	0	10	0
RPL19A-GFP yeast	100	112	91	89	100	94	100	106
proCasp7 act	8	8	2	-11	4	6	2	2
LAP4-GFP MLPCN	90	114	99	85	114	97	99	89

41	C#CCNC(=O)C1=C[C@H](c2csc3ccccc23)[C@@H](CCCO)[C@H](OCC)O1
42	CN(C)c1nc(N)ncc1-c1ccc(Oc2ccccc2)cc1
43	CN1CCN(CC2(O)CCN(S(=O)(=O)c3ccc(Cl)cc3)CC2)CC1
44	COc1cnc(-c2ccccn2)nc1NC(C)C
45	CCOc1ccccc1C1C(C(N)=O)=C(C)Nc2nc(-c3ccc(OC)cc3)nn21 (stereo not drawn)
46	COc1ccc(NC(=O)C(=O)N/N=C/c2cccnc2)c(OC)c1
47	Cc1ccc(C2=NN(S(=O)(=O)c3ccccc3)C(c3ccco3)C2)cc1 (stereo not drawn)
48	CC(C)CN(C(=O)CN(C)C(=O)c1ccco1)c1c(N)n(CC(C)C)c(=O)[nH]c1=O

Compound	41	42	43	44	45	46	47	48
AHR act	3	6	0	1	43	5	1	0
MEP2 TOR yeast	104	101	97	80[may fluoresce red and violet]	103	95	104	99
CIT2 TOR yeast	97	101	100	?	103	103	84	84
AGP1 TOR yeast	100	104	100	.	103	95	96	107
procasp3 activ	-5	-1	7	-8	-7	-5	-5	3
RPL19A-GFP yeast	100	107	97	?	105	93	92	95
proCasp7 act	1	-3	4	3	-3	3	5	4
LAP4-GFP MLPCN	93	95	97	?	101	103	104	96

49	O=C(NCCc1c[nH]c2ccccc12)C(=O)NCC1OCCN1S(=O)(=O)c1ccccc1 (stereo not drawn)
50	Cc1cccc(CCNS(=O)(=O)c2ccc3c(c2)NC(=O)CS3)c1
51	c1ccc(OCC2CCNCC2)nc1
52	CCOc1ccc(CCNC(=O)c2ccc(CS(=O)Cc3ccc(Cl)cc3)o2)cc1 (stereo not drawn)
53	N#Cc1ccccc1NC(=O)CSc1nccn1CCc1ccccc1
54	C(=N\Nc1nc(Nc2ccccc2)nc(N2CCOCC2)n1)/c1c[nH]c2ccccc12
55	COc1ccc(-c2csc(NC3CCCCC3)n2)c(OC)c1
56	O=C(NCc1cccc(Br)c1)C1CC(c2ccccc2[N+](=O)[O-])=NO1 (stereo not drawn)

Compound	49	50	51	52	53	54	55	56
AHR act	10	1	0	4	3	39	1	22
MEP2 TOR yeast	96	100	102	103	99	447*[may fluoresce violet]	109	104
CIT2 TOR yeast	98	102	113	111	96	?	114	96
AGP1 TOR yeast	91	99	104	103	103	?	104	108
procasp3 activ	-1	0	6	-3	-3	3	-4	-1
RPL19A-GFP yeast	90	97	110	106	92	42*[may fluoresce violet]	107	97
proCasp7 act	4	-13	2	-9	8	-1	-13	-5
LAP4-GFP MLPCN	89	101	81	100	100	96[may fluoresce violet]	96	99

57	c1ccc(CN2CCN(c3nc4ccccc4c4ccccc34)CC2)cc1
58	Cc1ccc(C(=O)N2CCCC2)c(F)c1F
59	CCCCc1c(C)c2ccc(OC)c(/C(C)=N\O)c2oc1=O
60	COCCCNC(=S)Nc1ccc2nc3n(c(=O)c2c1)CCCCC3
61	Cc1ccc(NC(=O)COC(=O)c2sccc2C)cc1S(=O)(=O)N1CCOCC1
62	COc1ccc(/C=N/NC(=O)c2ccncc2)cc1COc1ccc(NC(C)=O)cc1
63	CC[n+]1c(C)sc2cc(C)ccc21

Compound	57	58	59	60	61	62	63
AHR act	11	0	39	4	2	3	-1
MEP2 TOR yeast	93	103	102	102	108	100	114
CIT2 TOR yeast	95	90	93	113	99	99	104
AGP1 TOR yeast	93	99	101	109	97	106	110
procasp3 activ	3	-1	5	14	-2	1	-24
RPL19A-GFP yeast	91	92	98	102	102	101	113
proCasp7 act	3	-6	-2	10	-2	3	-21
LAP4-GFP MLPCN	90	105	98	101	102	103	105
